High-throughput results deposited in PubChem by several laboratories.
MEKK2 mut-MEK5: signal of MEK5 binding to mutant human MEKK2 PB1 domain | bead flow cytometry, Alexa488-MEK5 binding to MEKK2 mutant | percent response, % at 10 µM | actives 0.35% (n = 290,000) | AID 1530; in the data active = percent response above about 24%, passing the limit was not always enough; also: inactives centre near 1; some results filed as inactive read as strong as hits; reference of the scale not given here
p-CIP stab down: lowers stability of the mouse p/CIP coactivator protein | Q05BA5 | F442A p/CIP-EGFP cells, EGFP fluorescence, 16 h | decrease of EGFP signal, % at 10 µM | actives 0.01% (n = 290,000);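 active = EGFP signal decrease of at least 30% at 10 µM or well 3 SD below plate mean, unless failing retest; inactive = the rest, including hits failing retest or dose response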; also: some compounds called inactive have numbers as strong as hits; many of its hits are not listed in these tables
MEKK2wt PB1 HTS: raises or lowers MEK5 binding to wildtype human MEKK2 PB1 domain; Q9Y2U5; bead flow cytometry, Alexa488-MEK5 binding to MEKK2 WT; actives lie on both sides; binding response (% of control), % at 10 µM; actives 1.1% (n = 290,000); AID 1531; in the data active = binding response below about 67% or above about 130%
IDE cell inh: cellular human IDE inhibition. P14735. HEK cells, FAbetaB cleavage, fluorescence polarization. inhibition, % at 5.59 µM. actives 0.41% (n = 320,000). AID 434962;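 active = percent inhibition above the average of all tested compounds plus 3 SD, set per screening campaign, cut at about 16% in these data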;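 also: IDE supplied by intact live HEK cells; FP after avidin binding of uncleaved biotin substrate so inhibition keeps polarization high; 0% = DMSO wells and 100% = 60 µM reference IDE inhibitor Ii1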
PfM18AAP inh: PfM18AAP enzyme inhibition. inhibition, % at 7.35 µM. recombinant PfM18AAP, H-Glu-NHMec fluorogenic cleavage. actives 1.2% (n = 290,000);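 active = inhibition above the campaign mean inhibition over all tested compounds plus 3 SD, cut at about 28% in these data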;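 also: 0% = plate median of test compound wells and 100% = 2 mM ZnCl2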
NALP1 yeast inh: blocks the NALP1 inflammasome reconstituted in yeast; AID 2071; actives 0.61% (n = 280,000); S. cerevisiae NALP1/ASC/caspase-1 growth, X-gal OD620, 72 h; inhibition, % at 10 µM; in the data active = inhibition mostly above about 24%, no sharp cut-off; inactive = mostly below about 32%; also: some compounds called inactive have numbers as strong as hits
MEKK3 PB1 HTS: raises or lowers MEK5 binding to the human MEKK3 PB1 domain; actives 1.4% (n = 290,000); bead-based flow cytometry, Alexa488-MEK5 binding to MEKK3; actives lie on both sides; 0 = blocked by unlabeled MEK5, 100 = vehicle; Q99759; AID 1529; binding response (% of control), % at 10 µM;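 active = binding response more than 3 SD above or below the average of its plate-row segment, actives on both sides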;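 also: Alexa488 bead fluorescence after subtracting the streptavidin-only scavenger bead signal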
Target sequence (Q99759 whole entry, looked up, the tested form may be a part): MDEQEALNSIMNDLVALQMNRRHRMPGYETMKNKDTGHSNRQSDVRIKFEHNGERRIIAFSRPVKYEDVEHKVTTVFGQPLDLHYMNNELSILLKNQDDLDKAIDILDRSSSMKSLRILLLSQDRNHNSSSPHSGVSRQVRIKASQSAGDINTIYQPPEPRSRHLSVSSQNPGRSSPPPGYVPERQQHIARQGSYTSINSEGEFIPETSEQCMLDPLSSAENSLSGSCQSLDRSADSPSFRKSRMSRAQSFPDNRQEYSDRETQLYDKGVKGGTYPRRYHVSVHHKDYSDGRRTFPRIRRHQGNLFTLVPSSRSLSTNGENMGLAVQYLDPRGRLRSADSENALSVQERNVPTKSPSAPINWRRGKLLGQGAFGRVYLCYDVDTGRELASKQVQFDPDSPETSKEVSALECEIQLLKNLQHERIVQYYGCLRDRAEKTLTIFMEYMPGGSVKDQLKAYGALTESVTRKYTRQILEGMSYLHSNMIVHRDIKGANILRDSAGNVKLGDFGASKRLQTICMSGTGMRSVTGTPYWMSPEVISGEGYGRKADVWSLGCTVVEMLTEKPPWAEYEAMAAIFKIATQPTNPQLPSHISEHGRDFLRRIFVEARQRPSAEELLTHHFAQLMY
IDE cell activ: activators of human insulin-degrading enzyme in cells; P14735; HEK cells, FAbeta-B cleavage, fluorescence polarization; 0% vehicle, 100% cell-free pure enzyme wells; activation, % at 5.96 µM; actives 0.073% (n = 340,000);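 active = activation above the mean of all tested compounds plus 3 SD, set per screening campaign, cut at about 17% in these data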
SUMO HTRF inh: inhibitors of human SUMOylation (UBC9) | P63279 | HTRF SUMOylation assay, SAE1/SAE2 + UBC9, in vitro | inhibition, % at 35 µM | actives 0.36% (n = 290,000) | AID 2006; in the data active = inhibition above about 50%, passing the limit was not always enough; also: strong numbers were not always called active
Target sequence (P63279 whole entry, looked up): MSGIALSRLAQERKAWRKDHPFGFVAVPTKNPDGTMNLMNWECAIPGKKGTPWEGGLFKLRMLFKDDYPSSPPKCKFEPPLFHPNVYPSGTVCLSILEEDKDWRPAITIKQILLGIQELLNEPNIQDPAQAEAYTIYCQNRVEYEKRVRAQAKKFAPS
An asterisk follows results filed as active; . = not tested or not shown; [ ] = dose if it differs, or a comment. This is a subset; the hit share may differ from the screen's.

cpd	structure	MEKK2 mut-MEK5	p-CIP stab down	MEKK2wt PB1 HTS	IDE cell inh	PfM18AAP inh	NALP1 yeast inh	MEKK3 PB1 HTS	IDE cell activ	SUMO HTRF inh
1	CC1Cc2ccccc2N1C(=O)COc1cccc(-n2cnnn2)c1 (stereo unspecified)	-2	-10	105	-6	-18	-2	103	3	5
2	CC(C(=O)OCC(=O)Nc1ccc(S(=O)(=O)N2CCCCC2)cc1)N1C(=O)c2ccccc2C1=O (stereo unspecified)	13	-1	111	1	-10	4	106	9	-16
3	Cc1ccccc1NC(=O)CSc1nnc(-c2ccoc2C)n1CCc1ccccc1	0	1	97	0	8	-3	98	-4	15
4	CC1=CC2(C#N)C3(N=C(N)C2(C#N)C(c2ccccc2)N1)OCCO3 (stereo unspecified)	9	2	105	.	6	30	107	3	0
5	Cc1cc2cc3c(cc2nc1SCC(=O)N1CCOCC1)OCO3	2	-2	101	3	3	11	99	3	-8
6	O=C(CCC(=O)N(CC(=O)NC1CCCCC1)Cc1cccs1)Nc1nccs1	5	-10	102	4	-1	.	106	9	8
7	COc1ccc(NC(=O)c2ccccc2NS(=O)(=O)c2ccc(C)cc2)c([N+](=O)[O-])c1	2	-17	99	2	2	39	117	2	1
8	COc1ccc(/C=N/NC(=O)c2ccc(Cl)cc2)cc1Cn1cc(Cl)cn1	-1	-2	104	3	2	31	99	-1	24

cpd	structure	MEKK2 mut-MEK5	p-CIP stab down	MEKK2wt PB1 HTS	IDE cell inh	PfM18AAP inh	NALP1 yeast inh	MEKK3 PB1 HTS	IDE cell activ	SUMO HTRF inh
9	CNC(=O)[C@@]1(Cc2ccccc2)C=C[C@@H](C)N1C(=O)OC	3	.	100	1	.	.	100	5	.
10	Clc1cccc2sc(N3CCOCC3)nc12	-2	.	93	3	0	.	100	-1	.
11	CCCOc1cccc(C(=O)Nc2ccc(Br)cc2F)c1	-3	3	95	3	-5	20	95	8	5
12	CC(C)(C)c1ccc(-c2nn(CCC#N)cc2/C=N/O)cc1	-11	-2	81	3	1	9	97	7	4
13	O=C(Nc1cnc2ccccc2c1)c1cccc(-n2cnnn2)c1	2	-8	101	2	9	21	100	0	4
14	COCCCN(C(=S)Nc1cc(C)cc(C)c1)C(C)c1ccncc1 (stereo unspecified)	0	-5	106	0	1	19	101	6	15
15	COc1cc(OC)c(S(=O)(=O)N2CCN(C(=O)c3ccco3)CC2)cc1NC(C)=O	10	-10	110	4	-2	18	104	-3	13
16	COc1cc(NC(=O)C2CCCO2)c(OC)cc1Cl (stereo unspecified)	0	-19	103	7	0	14	82*[inhibitor]	1	-30

Compound profiles (already shown). Order of values: MEKK2 mut-MEK5, p-CIP stab down, MEKK2wt PB1 HTS, IDE cell inh, PfM18AAP inh, NALP1 yeast inh, MEKK3 PB1 HTS, IDE cell activ, SUMO HTRF inh
Entry for `CC(C)(C)c1ccc(-c2nn(CCC#N)cc2/C=N/O)cc1` : -11, -2, 81, 3, 1, 9, 97, 7, 4
Entry for `O=C(Nc1cnc2ccccc2c1)c1cccc(-n2cnnn2)c1` : 2, -8, 101, 2, 9, 21, 100, 0, 4

Next structures follow:
cpd	structure	MEKK2 mut-MEK5	p-CIP stab down	MEKK2wt PB1 HTS	IDE cell inh	PfM18AAP inh	NALP1 yeast inh	MEKK3 PB1 HTS	IDE cell activ	SUMO HTRF inh
17	COc1ccc(NC(=O)C2CCCN(S(=O)(=O)c3c(C)n[nH]c3C)C2)cc1OC (stereo unspecified)	3	10	100	-4	-1	-6	100	6	-12
18	COc1cccc(CC(=O)Nc2nc(C)cs2)c1	-1	0	95	-6	0	-5	88	4	-13
19	Cc1ccccc1NC(=O)CSc1nnc(C2CC2)n1CC1CCCO1 (stereo unspecified)	3	-2	102	-7	1	14	103	3	12
20	CCOc1ccc(C(=O)n2cc(C(=O)OC)c3ccccc32)cc1OCC	6	-6	105	1	4	20	105	-2	10
21	NC(=O)NCc1ccccc1Cl	3	-5	101	7	1	5	100	4	14
22	Cc1ccc(CSc2nc3ccncc3n2CC(=O)Nc2cc(C)cc(C)c2)cc1	18	5	99	-1	-11	11	113	5	8
23	COc1ccc(Cc2c(N)nc(C)nc2N)cc1	-2	-18	97	-3	-13	6	101	.	20
24	Cc1ccccc1C(=O)NNC(=O)C(=O)N1CCCCC1	5	-10	106	-1	-2	6	103	4	-13

cpd	structure	MEKK2 mut-MEK5	p-CIP stab down	MEKK2wt PB1 HTS	IDE cell inh	PfM18AAP inh	NALP1 yeast inh	MEKK3 PB1 HTS	IDE cell activ	SUMO HTRF inh
25	COc1ccccc1/C=N/NC(=O)CC(=O)Nc1ccc(Cl)c(Cl)c1	0	-4	95	-2	1	18	101	-2	-3
26	CCOC(=O)c1cn(-c2c(C)n(C)n(-c3ccccc3)c2=O)c2c(F)c(F)c(F)cc2c1=O	-13	-2	93	-3	6	16	89	.	6
27	CCC(=O)Nc1nc(CC(=O)Nc2ccccc2)cs1	1	-12	95	1	-4	9	98	3	12
28	Cn1ncc(Br)c1C(=O)N1CCCC1	7	-4	110	4	-4	20	106	-1	8
29	COc1ccccc1N(CC(=O)N1CCc2ccccc2C1)S(C)(=O)=O	-8	-10	97	0	-5	-2	104	-1	4
30	COc1ccc(OC)c(N/C(C)=C/C(=O)c2ccccc2)c1	-2	-7	97	1	3	47	93	0	-1
31	COCCNC(=O)c1cc(-c2ccncc2)nc2ccc(S(=O)(=O)N3CCOCC3)cc12	3	-5	101	4	-6	9	101	1	9
32	CCC1=Nc2cc(C(=O)O)ccc2Sc2ccc(Cl)cc21	-3	-2	99	-1	4	15	108	9	2

cpd	structure	MEKK2 mut-MEK5	p-CIP stab down	MEKK2wt PB1 HTS	IDE cell inh	PfM18AAP inh	NALP1 yeast inh	MEKK3 PB1 HTS	IDE cell activ	SUMO HTRF inh
33	C=CCn1c(C(C)NC(=O)C(C)(C)C)nc2ccccc21 (stereo unspecified)	-2	6	100	-2	0	-8	96	-2	-10
34	C=C1C(=O)O[C@@H]2C[C@@H](C)[C@@H]3C=CC(=O)[C@@]3(C)[C@@H](OC(C)=O)[C@H]12	1	-46	103	7	.	-18	98	.	-2
35	CC(C)(CO)NC(=O)Nc1ccc(Cl)c(Cl)c1	-7	5	92	3	-8	3	82	3	8
36	CCOC(=O)c1csc(-c2ccc3c(c2)CCO3)n1	-11	1	94	-2	5	-6	96	.	19
37	O=C(NC(=S)Nc1ccc(CN2CCOCC2)cc1)c1ccc(-c2cccc(Cl)c2)o1	18	-2	126	4	-3	0	108	-3	-10
38	Cc1ccc(C2(c3ccc(C)cc3)NC(=O)N(Cc3c(C)noc3C)C2=O)cc1	1	-2	95	2	3	-3	97	2	-22
39	C=CCN1C(=O)C(CC(=O)NCC)SC1=Nc1cc(Cl)ccc1Cl (stereo unspecified)	3	-7	108	3	11	11	109	5	-9
40	O=C(N/N=C/c1coc2ccccc2c1=O)c1ccccc1	-7	4	92	-2	22	-9	100	0	4

cpd	structure	MEKK2 mut-MEK5	p-CIP stab down	MEKK2wt PB1 HTS	IDE cell inh	PfM18AAP inh	NALP1 yeast inh	MEKK3 PB1 HTS	IDE cell activ	SUMO HTRF inh
41	COc1ccc(C(=O)Nc2ccccc2)cc1S(=O)(=O)Nc1cc(C)on1	-1	12	98	1	-8	25	100	-5	0
42	FC(F)(F)c1cc(-c2ccccc2)nc(NC2CCCC2)n1	6	-7	102	2	0	-21	110	1	17
43	COC(=O)c1cnn(-c2ccc(Cl)cc2)c1/C=N/NC(N)=S	1	-14	105	-5	-1	14	101	6	18
44	Cc1cc(Sc2nc(NC(C)C)nc(NC(C)C)n2)nc(Cl)n1	1	17	114	3	3	12	123	10	3
45	CN1/C(=C/C(=S)NC(=O)C2(C)CC2(Cl)Cl)C(C)(C)c2ccccc21 (stereo unspecified)	-6	-34	91	7	2	5	97	3	-17
46	Cc1ccccc1S(=O)(=O)Cc1ccc(C(=O)NCCCN2CCCC(C)C2)o1 (stereo unspecified)	2	-6	111	-2	5	22	103	-4	9
47	COc1ccc(OC)c(C(=O)c2ccc(C(=O)c3cc(OC)ccc3OC)cc2)c1	-1	-8	93	0	-10	3	99	-1	-4
48	CC1(C)CC2CC(C)(CN2CC(=O)C(C#N)c2ccccc2)C1 (stereo unspecified)	5	14	108	5	-12	26	108	-2	-12

In another format: results already given
43. COC(=O)c1cnn(-c2ccc(Cl)cc2)c1/C=N/NC(N)=S
  MEKK2 mut-MEK5: 1
  p-CIP stab down: -14
  MEKK2wt PB1 HTS: 105
  IDE cell inh: -5
  PfM18AAP inh: -1
  NALP1 yeast inh: 14
  MEKK3 PB1 HTS: 101
  IDE cell activ: 6
  SUMO HTRF inh: 18

44. Cc1cc(Sc2nc(NC(C)C)nc(NC(C)C)n2)nc(Cl)n1
  MEKK2 mut-MEK5: 1
  p-CIP stab down: 17
  MEKK2wt PB1 HTS: 114
  IDE cell inh: 3
  PfM18AAP inh: 3
  NALP1 yeast inh: 12
  MEKK3 PB1 HTS: 123
  IDE cell activ: 10
  SUMO HTRF inh: 3

Returning to the listing, starting 4 compounds before the break.
cpd	structure	MEKK2 mut-MEK5	p-CIP stab down	MEKK2wt PB1 HTS	IDE cell inh	PfM18AAP inh	NALP1 yeast inh	MEKK3 PB1 HTS	IDE cell activ	SUMO HTRF inh
45	CN1/C(=C/C(=S)NC(=O)C2(C)CC2(Cl)Cl)C(C)(C)c2ccccc21 (stereo unspecified)	-6	-34	91	7	2	5	97	3	-17
46	Cc1ccccc1S(=O)(=O)Cc1ccc(C(=O)NCCCN2CCCC(C)C2)o1 (stereo unspecified)	2	-6	111	-2	5	22	103	-4	9
47	COc1ccc(OC)c(C(=O)c2ccc(C(=O)c3cc(OC)ccc3OC)cc2)c1	-1	-8	93	0	-10	3	99	-1	-4
48	CC1(C)CC2CC(C)(CN2CC(=O)C(C#N)c2ccccc2)C1 (stereo unspecified)	5	14	108	5	-12	26	108	-2	-12
49	Oc1ccc(C2=NNC(=NCc3ccc4c(c3)OCO4)SC2)c(O)c1	0	3	102	0	9	.	126	8	2
50	Cc1ccc(N(Cc2cc3ccccc3[nH]c2=O)C(=O)c2cccs2)cc1	1	-7	92	7	-4	29	96	-1	-22
51	CN(C)CCOC(=O)C12CC3(C)CC(C)(CC(C)(C3)C1)C2	1	0	105	-13	1	12	97	-1	16
52	Cc1ccc(/C=C(\NC(=O)c2ccc(C)cc2)C(=O)NCCCn2ccnc2)cc1	0	-12	107	9	-3	-10	111	1	11
53	Nn1c(SCc2ccc([N+](=O)[O-])cc2)nc2ccccc2c1=O	-7	-13	94	0	9	21	91	5	8
54	Nn1c(SCC(=O)Nc2cccc(S(N)(=O)=O)c2)nnc1C1CC1	-3	1	100	4	0	2	102	5	2
